# SRC1 inh = inhibitors of human steroid receptor coactivator 1 (SRC1). Q15788. inhibition, % at 3.6 µM. hit rate 0.12% among 360,000. HEK293 GAL4-SRC1 luciferase reporter, luminescence;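 active = inhibition above the campaign mean plus 3 SD, with each screening campaign given its own cutoff, cut at about 60% in these data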;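 also: 0% = DMSO treated cells and 100% = gossypol at 36 µM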
# LMP1 NFkB inh = Epstein-Barr LMP1 NF-kappaB reporter inhibition; hit rate 0.69% among 350,000; LMP1-induced NF-kappaB luciferase reporter cells, luminescence; inhibition, % at 12.5 µM; in the data active = inhibition above about 41%;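 also: 0% = neutral control wells and 100% = reference inhibitor control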
# TRAIL sens C8 = sensitizes caspase-8 expressing cells to TRAIL. NB7+C8 cells + TRAIL, ATPlite viability luminescence. inhibition (viability loss, TRAIL sensitization), % at 10 µM. hit rate 1% among 360,000;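 active = compounds causing at least 50% loss of cell viability in the single-dose screen, relative to plate controls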
# SRC2 inh = inhibits human steroid receptor coactivator 2; Q15596; HEK293 GAL4-SRC2 luciferase reporter, luminescence; inhibition, % at 9 µM; hit rate 0.17% among 370,000; AID 651957;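 active = inhibition above the mean inhibition of all tested compounds plus 3 SD, set per campaign, cut at about 52% in these data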;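 also: 0% = DMSO treated cells and 100% = cells given Gossypol at 36 µM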
# COUP-TFII inh = NR2F2 (human) inhibition, primary screen. AID 686940. HEK293T NGFI-A luciferase reporter, luminescence. hit rate 0.7% among 370,000. inhibition, % at 8.6 µM;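 active = inhibition above a per-plate cutoff, mean inhibition of test wells between control levels plus 3 SD, cut at about 38% in these data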;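 also: cells cotransfected with COUP-TFII expression vector driving the NGFI-A reporter; 0% = median of COUP-TF2 test wells and 100% = reporter-only cells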
# Target sequence (P24468 whole entry, looked up): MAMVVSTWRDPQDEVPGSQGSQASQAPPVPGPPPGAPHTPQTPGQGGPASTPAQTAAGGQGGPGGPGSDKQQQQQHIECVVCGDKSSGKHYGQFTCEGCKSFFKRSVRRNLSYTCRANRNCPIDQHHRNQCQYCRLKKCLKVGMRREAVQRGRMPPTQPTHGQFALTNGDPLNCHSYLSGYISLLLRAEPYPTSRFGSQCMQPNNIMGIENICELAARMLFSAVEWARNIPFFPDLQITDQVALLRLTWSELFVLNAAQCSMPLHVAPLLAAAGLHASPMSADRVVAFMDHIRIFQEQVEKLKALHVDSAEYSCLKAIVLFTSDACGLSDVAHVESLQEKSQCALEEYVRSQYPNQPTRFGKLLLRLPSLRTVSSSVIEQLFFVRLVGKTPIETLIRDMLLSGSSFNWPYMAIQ
# SRC3 inh = human NCOA3 inhibition; hit rate 0.17% among 360,000; Q9Y6Q9; AID 588352; HEK293 GAL4-SRC3 luciferase reporter, luminescence; inhibition, % at 3.6 µM;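 active = inhibition above a per-campaign cutoff, the mean of all compounds plus 3 SD, cut at about 60% in these data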;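 also: 0% = DMSO-treated cells and 100% = gossypol-treated cells at 36 µM; higher means less SRC3-driven luciferase light from the GAL4 reporter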
# LRH-1 inv ag = inverse agonists of human LRH-1 (NR5A2); HEK293T StAR-luciferase reporter, LRH-1 transfected, 24 h; O00482; hit rate 0.13% among 360,000; inhibition, % at 3.6 µM;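 active = inhibition above the mean inhibition of all tested compounds plus 3 SD, cut at about 73% in these data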;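 also: 0% = DMSO wells and 100% = reporter-only cells lacking LRH-1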
# TLR9-MyD88 block = TLR9-MyD88 interaction inhibition; CHO BLA complementation TLR9-MyD88, CCF4 FRET ratio; Q9NR96+Q99836; inhibition, % at 4.98 µM; AID 504734; hit rate 0.21% among 340,000;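 active = inhibition above the mean over all tested compounds plus 3 SD, cut at about 21% in these data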;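 also: 0% = DMSO only wells and 100% = clavulanate BLA inhibitor control wells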
# NOD2 RIPK2 PPI = NOD2-RIPK2 protein interaction inhibition. inhibition, % at 4.98 µM. AID 624267. hit rate 0.38% among 360,000. CHO BLA complementation NOD2-RIPK2, CCF4 ratio. O43353; in the data active = inhibition above about 21%;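 also: 0% = vehicle only and 100% = reference blocker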
# Target sequence (O43353 whole entry, looked up): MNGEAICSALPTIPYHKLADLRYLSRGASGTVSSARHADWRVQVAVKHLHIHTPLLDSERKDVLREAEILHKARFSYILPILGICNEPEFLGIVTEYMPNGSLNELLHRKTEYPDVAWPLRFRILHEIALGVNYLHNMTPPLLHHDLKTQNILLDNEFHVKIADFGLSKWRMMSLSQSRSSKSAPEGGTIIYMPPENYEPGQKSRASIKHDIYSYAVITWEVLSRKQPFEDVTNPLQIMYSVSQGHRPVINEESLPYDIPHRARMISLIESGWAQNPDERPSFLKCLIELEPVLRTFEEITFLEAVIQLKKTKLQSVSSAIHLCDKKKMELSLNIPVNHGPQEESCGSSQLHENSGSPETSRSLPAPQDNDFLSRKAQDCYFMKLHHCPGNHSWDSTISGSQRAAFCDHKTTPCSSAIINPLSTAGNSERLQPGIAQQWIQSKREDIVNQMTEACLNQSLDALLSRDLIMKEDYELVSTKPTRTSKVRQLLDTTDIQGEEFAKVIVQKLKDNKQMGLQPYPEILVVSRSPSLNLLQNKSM
# TWEAK-Fn14 inh = blocks TWEAK-Fn14 interaction in a reporter cell assay; TWEAK-stimulated Fn14 reporter cells, luciferase luminescence, 8 h; inhibition, % at 10 µM; hit rate 2% among 360,000; AID 1159606; in the data active = inhibition above about 50%
# TROY signal inh = blocks TROY-dependent signaling in reporter cells. Q293 LMP1-TROYcd NF-kB luciferase reporter, 4 h. inhibition, % at 10 µM. hit rate 0.98% among 360,000;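 active = compounds whose plate-normalised and pattern-corrected inhibition of the luciferase reporter signal at the single screening dose is 50% or more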
# * hit, by the source's call; . = no result given.
item	compound	SRC1 inh	LMP1 NFkB inh	TWEAK-Fn14 inh	SRC2 inh	SRC3 inh	COUP-TFII inh	TRAIL sens C8	NOD2 RIPK2 PPI	TROY signal inh	TLR9-MyD88 block	LRH-1 inv ag
1	CCc1ccc(-c2ccc3nnc(SCC(N)=O)n3n2)cc1	-3	-6	1	14	-2	14	7	-4	-17	4	0
2	O=C(c1cccs1)N1CCN=C1SCc1ccc(F)cc1	2	0	7	17	18	6	11	-13	73*	1	5
3	CCCn1c(N)c(C(=O)CN(C)CC(=O)Nc2ccccc2CC)c(=O)[nH]c1=O	8	1	-11	-1	-4	4	1	-2	1	-2	1
4	CCOC(=O)C1C(=O)NC(N2CCOCC2)=NC1C(C)C (stereo unspecified)	-3	0	0	-9	-7	7	-2	5	-7	-3	10
5	Cc1ccc(-n2ncc(C(=O)O)c2C2CCN(C(=O)OC(C)(C)C)CC2)cc1	-15	8	10	-20	5	-6	-1	1	3	3	18
6	CN(CC(=O)NC1CCCCC1)S(=O)(=O)c1cccc2nsnc12	8	6	9	1	-7	-3	-12	-9	0	-5	-7
7	Cc1ccc(C)c(NC(=O)c2cnn(-c3ccccc3)c2C)c1	-31	24	-32	-15	-46	-34	9	1	-29	-12	-117
8	COc1cc(CN2CCN(C(O)(c3ccccc3)c3ccccc3)CC2)cc(OC)c1OC	2	4	19	-11	22	-5	-3	8	3	-4	6
9	Cn1c(=O)ccc2ccccc21	-24	.	-1	14	10	-13	-7	-4	11	.	0
10	C=CCNC(=O)c1ccc(Cn2c(=S)[nH]c3cc4c(cc3c2=O)OCO4)cc1	-31	-1	-26	-41	-47	-5	15	6	-5	11	16
11	CCOC(=O)C1=C(COC(=O)CCc2ccc(CC)cc2)NC(=O)NC1C (stereo unspecified)	3	-1	5	-1	7	-24	-7	3	-2	-1	-15
12	Cc1ccc(CN2CC(N3CCN(Cc4cccc(C)c4)CC3)CS2(=O)=O)cc1 (stereo unspecified)	-29	.	9	-18	2	2	5	-11	9	.	-11
13	NS(=O)(=O)c1ccc(-c2ccc(/C=C3\SC(=O)NC3=O)o2)cc1	-8	7	-5	-26	1	-20	3	5	4	3	3
14	COc1cccc(CNC(=O)C2CCCN2S(=O)(=O)c2ccc3c(c2)C(C)(C)C(=O)N3C)c1 (stereo unspecified)	-8	0	18	-13	4	3	-11	5	-6	5	17
15	Cc1ccc(-c2cc(C(F)(F)F)c(C#N)c(SCCC#N)n2)o1	-2	-11	13	1	12	9	-12	-9	0	-21	16
16	CN(CC(=O)Nc1ccc(F)c(F)c1F)C(=O)C1CC(=O)N(C2CCCC2)C1 (stereo unspecified)	-11	2	4	-7	2	0	-7	0	26	-6	-8
17	O=C(Cn1c(=O)sc2ccccc21)Nc1ccccc1C(=O)O	10	-11	-6	-42	1	8	-17	4	1	4	0
18	CSc1ncc(CNc2cc([N+](=O)[O-])ccc2C)c(N)n1	-12	1	-18	-3	4	0	-10	-2	-6	-22	-23
19	CC(C)N(C(=O)C1CC(=O)OC12CCCCC2)C(C)C (stereo unspecified)	-8	10	7	15	3	-2	1	-4	-14	-9	-4
20	CCOC(=O)/C=C/C(=O)Nc1ccc(Oc2ccccc2)cc1	-15	-4	71*	-11	10	-13	6	6	8	5	4
21	Cc1nnc(SCC(=O)NC2(C#N)CCCCC2)n1N	13	-1	-14	-12	5	0	0	5	10	-5	-12
22	Cn1nnnc1SCC(=O)NCc1cccc(C(=O)O)c1	-1	1	8	-4	9	-12	-15	3	-6	-2	-6
23	CCOc1ccc([C@@H]2CC=C(C(=O)O)CN2S(=O)(=O)c2ccc(C)cc2)cc1	-20	-1	10	-3	-19	-9	-16	1	-5	-11	-8
24	Cc1ccsc1C(=O)N/N=C/c1ccc2c(c1)OCO2	-108	-12	55*	-47	-104	-34	29	-1	-2	4	-158
25	CCN(CC)S(=O)(=O)c1ccc(NC(=O)c2cc(-c3cccs3)nc3ccccc23)cc1	7	0	17	-4	20	-6	-14	6	-3	0	5
26	O=C(COC(=O)CNC(=O)c1ccc(Cl)cc1Cl)Nc1cccc(S(=O)(=O)N2CCCC2)c1	-4	14	-1	-18	15	2	8	-3	18	-1	0
27	Cc1ccc(OCC(=O)c2cc(C)n(Cc3ccco3)c2C)c([N+](=O)[O-])n1	21	23	43	34	15	9	2	-1	-3	13	2
28	CCn1c2ccccc2c2cc(NC(=O)CSc3nnc(-c4cccc(Cl)c4)o3)ccc21	4	-12	-20	-4	7	6	3	-9	-1	0	37
29	COC(=O)C1CN(C(=O)COc2cc(C)cc(C)c2)c2ccccc2O1 (stereo unspecified)	0	5	11	-27	4	-9	-5	10	9	3	0
30	CCOc1ccc(-n2nnnc2SCC(=O)c2ccccc2)cc1	-4	5	-14	-6	1	-4	8	6	-32	-14	-2
31	Cc1ccc2[nH]c(O)c(N=NC(=O)C(C)n3cnc4ccccc4c3=O)c2c1 (stereo unspecified)	9	7	4	-9	-2	3	-6	-1	-23	-3	12
32	CC(C)Oc1ccc(CC(=O)NNC(=S)Nc2ccc(Br)cc2)cc1	10	-2	0	-9	6	-8	-6	-12	26	7	19
33	C=CCN1C(=O)CN=C1Nc1ccc(F)cc1	-7	1	2	-4	0	-17	-2	4	1	-4	14
34	CCc1cc(=O)oc2cc(C)cc(OC(C)C(=O)NCCCN3CCCC3=O)c12 (stereo unspecified)	-22	3	0	-8	-10	-4	-13	-2	-2	-16	3
35	CS(=O)(=O)c1cc([N+](=O)[O-])c(Sc2nc3ccccc3[nH]2)c([N+](=O)[O-])c1	-6	-8	-5	-9	-8	-7	-4	-2	-8	6	0
36	O=[N+]([O-])c1cccc(C=NNC(=S)NC23CC4CC(CC(C4)C2)C3)c1	-9	-8	11	-4	-13	8	-11	-3	60*	-4	-22
37	COc1ccccc1CNC(=O)CN1C(=O)NC2(CCCc3sccc32)C1=O (stereo unspecified)	2	4	19	-4	13	-5	8	-17	6	4	-12
38	COc1cccc(O)c1CN1CCC(Oc2ccc(C(=O)NCc3ccccn3)cc2)CC1	8	4	-8	6	17	14	1	4	22	-1	6
39	CCCCNC(=O)c1ccc(NC(C)=O)c(Cl)c1	-2	-5	-22	-13	10	6	2	-12	-1	-6	-6
40	CC(C)(C)N1CC(C(=O)Nc2ccc(C(N)=O)cc2)CC1=O (stereo unspecified)	-6	-6	-16	1	-8	-10	2	-10	-14	-1	-31
41	CC(C)COC(=O)c1cccc2c1-c1ccccc1/C2=N\O	-48	3	33	-8	0	-3	-12	0	1	-1	-7
42	CCOC(=O)c1ccccc1NS(=O)(=O)c1ccccc1	9	6	22	-3	-3	7	-3	-7	-12	-6	-16
43	CCN1C(=O)CSC1=Nc1ccc(C(=O)O)cc1	-1	2	22	-11	-7	-14	7	2	-18	6	-29
44	COc1ccc(NC2CC(=O)N(c3cc([N+](=O)[O-])ccc3C)C2=O)cc1 (stereo unspecified)	2	0	-18	16	17	-11	-6	-15	-4	-2	7
45	C=C(C)COc1cc2oc(=O)c(CC(=O)N3C[C@H]4C[C@@H](C3)c3cccc(=O)n3C4)c(C)c2cc1Cl	-11	-5	-1	-9	8	2	27	-17	3	-1	6
46	COc1ccc(N=C2NC(=O)/C(=C\C=C\c3ccccc3)S2)cc1	-46	-12	-5	26	12	-13	-7	4	-10	7	-15
47	O=C(CN1C(=O)NC2(CCCC2)C1=O)Nc1cc(Cl)ccc1Oc1ccccc1	-9	3	4	-8	24	-4	-2	-2	2	-1	-1
48	COc1ccc(/C(N)=N/OC(=O)Oc2ccccc2)cc1OC	11	-1	13	12	-6	-6	19	-8	5	-14	17
49	CCOC(=O)C(NCc1ccc2c(c1)OCO2)(NC(=O)CC)C(F)(F)F (stereo unspecified)	-9	-6	-8	-3	7	7	-5	-10	-2	0	-10
50	CCOC(=O)c1cc2occc2n1CC(=O)N1CCOCC1	3	-1	15	-14	17	-1	2	-7	-4	7	-3

# Some of these compounds in order of length of the SMILES, high to low:
item	compound	SRC1 inh	LMP1 NFkB inh	TWEAK-Fn14 inh	SRC2 inh	SRC3 inh	COUP-TFII inh	TRAIL sens C8	NOD2 RIPK2 PPI	TROY signal inh	TLR9-MyD88 block	LRH-1 inv ag
45	C=C(C)COc1cc2oc(=O)c(CC(=O)N3C[C@H]4C[C@@H](C3)c3cccc(=O)n3C4)c(C)c2cc1Cl	-11	-5	-1	-9	8	2	27	-17	3	-1	6
35	CS(=O)(=O)c1cc([N+](=O)[O-])c(Sc2nc3ccccc3[nH]2)c([N+](=O)[O-])c1	-6	-8	-5	-9	-8	-7	-4	-2	-8	6	0
27	Cc1ccc(OCC(=O)c2cc(C)n(Cc3ccco3)c2C)c([N+](=O)[O-])n1	21	23	43	34	15	9	2	-1	-3	13	2
36	O=[N+]([O-])c1cccc(C=NNC(=S)NC23CC4CC(CC(C4)C2)C3)c1	-9	-8	11	-4	-13	8	-11	-3	60*	-4	-22
38	COc1cccc(O)c1CN1CCC(Oc2ccc(C(=O)NCc3ccccn3)cc2)CC1	8	4	-8	6	17	14	1	4	22	-1	6
47	O=C(CN1C(=O)NC2(CCCC2)C1=O)Nc1cc(Cl)ccc1Oc1ccccc1	-9	3	4	-8	24	-4	-2	-2	2	-1	-1
34	CCc1cc(=O)oc2cc(C)cc(OC(C)C(=O)NCCCN3CCCC3=O)c12 (stereo unspecified)	-22	3	0	-8	-10	-4	-13	-2	-2	-16	3
49	CCOC(=O)C(NCc1ccc2c(c1)OCO2)(NC(=O)CC)C(F)(F)F (stereo unspecified)	-9	-6	-8	-3	7	7	-5	-10	-2	0	-10
37	COc1ccccc1CNC(=O)CN1C(=O)NC2(CCCc3sccc32)C1=O (stereo unspecified)	2	4	19	-4	13	-5	8	-17	6	4	-12
29	COC(=O)C1CN(C(=O)COc2cc(C)cc(C)c2)c2ccccc2O1 (stereo unspecified)	0	5	11	-27	4	-9	-5	10	9	3	0
46	COc1ccc(N=C2NC(=O)/C(=C\C=C\c3ccccc3)S2)cc1	-46	-12	-5	26	12	-13	-7	4	-10	7	-15
39	CCCCNC(=O)c1ccc(NC(C)=O)c(Cl)c1	-2	-5	-22	-13	10	6	2	-12	-1	-6	-6
33	C=CCN1C(=O)CN=C1Nc1ccc(F)cc1	-7	1	2	-4	0	-17	-2	4	1	-4	14

# The list continues.
item	compound	SRC1 inh	LMP1 NFkB inh	TWEAK-Fn14 inh	SRC2 inh	SRC3 inh	COUP-TFII inh	TRAIL sens C8	NOD2 RIPK2 PPI	TROY signal inh	TLR9-MyD88 block	LRH-1 inv ag
51	CC(C)c1nc(SCC(=O)NC(=O)NC(C)(C)C)n[nH]1	7	-5	-15	-8	15	17	0	-7	-16	7	7
52	O=C(Nc1ccccc1)C1Cc2c(-c3ccco3)ccnc2O1 (stereo unspecified)	10	.	-60	2	20	9	3	-11	-12	.	-10
53	CN(C)C(=S)c1ccc2ccccc2n1	-26	1	0	-13	-6	10	1	-2	-1	-2	-16
54	CCc1cc2cc3c(cc2nc1SCC(=O)OC(C)C)OCO3	1	-7	-12	-3	12	-1	-3	-5	-25	6	-11
55	O=C(O/N=C\c1ccc(N2CCCCC2)c([N+](=O)[O-])c1)c1c(F)cccc1F	-5	2	78*	-3	-7	8	-4	-5	.	1	9

# The list is partial; the hit share may differ from the screen's.
